Mito fusion yeast: inhibitors of mitochondrial division or activators of mitochondrial fusion | S. cerevisiae fusion-defective mutant growth rescue, CellTiterGlo 48 h | Potency, µM (highest dose often 46.1 µM), for inactives: at the highest dose growth rescue (activation), usual class: activators | 0.23% of 320,000 active | AID 485298;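 note: potency is the fitted concentration of half-maximal effect; % of control where 0% means no effect; nearly all actives have a fitted effect of over 45% in size; temperature-sensitive fusion mutants such as fzo1-1 at 37 °C on non-fermentable ethanol glycerol medium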
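Luminescent cell viability in 1536-well qHTS format served as the measure of rescued growth in ts fusion-mutant S. cerevisiae cultured on non-fermentable YPEG for 48 hours at 37C.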
B2AR arrestin: beta2AR (human) beta-arrestin recruitment activity; P07550; beta-arrestin recruitment to beta2AR, cell-based reporter; Potency, µM (top dose mostly 46.1 µM), inactives show at the highest dose activation, hits mostly activators; 0.02% of 330,000 active; AID 492947;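 note: potency is the fitted concentration of half-maximal effect; 0% = DMSO controls and full agonism = EC100 isoproterenol or metaproterenol; nearly all actives have a fitted effect of over 65% in size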
Eya2 phos inh: blocks the phosphatase activity of human Eya2 | O00167 | recombinant Eya2, OMFP fluorescence dephosphorylation (OMFP is methylfluorescein phosphate) | Potency, µM (doses to about 76.9 µM), inactives show at the highest dose activity, negative = inhibition, hits mostly inhibitors | 0.006% of 330,000 active | AID 488837; note: potency is the fitted concentration of half-maximal effect; % is set by controls: 0 for no effect and ±100 for the full control effect
Target sequence (O00167 whole entry, looked up): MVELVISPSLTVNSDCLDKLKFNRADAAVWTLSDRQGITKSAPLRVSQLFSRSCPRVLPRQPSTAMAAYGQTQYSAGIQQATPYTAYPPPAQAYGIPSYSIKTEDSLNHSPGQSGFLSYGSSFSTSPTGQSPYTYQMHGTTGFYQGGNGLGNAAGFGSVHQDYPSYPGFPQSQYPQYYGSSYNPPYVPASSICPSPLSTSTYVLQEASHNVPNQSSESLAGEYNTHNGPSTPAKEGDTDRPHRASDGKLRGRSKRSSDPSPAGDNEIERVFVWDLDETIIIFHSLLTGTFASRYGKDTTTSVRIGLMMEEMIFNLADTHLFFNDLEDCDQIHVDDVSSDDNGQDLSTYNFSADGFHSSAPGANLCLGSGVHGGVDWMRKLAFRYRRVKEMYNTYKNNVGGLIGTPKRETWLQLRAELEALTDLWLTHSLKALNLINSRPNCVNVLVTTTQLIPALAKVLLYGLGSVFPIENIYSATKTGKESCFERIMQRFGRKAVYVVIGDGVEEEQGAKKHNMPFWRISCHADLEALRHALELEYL
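Eya2 (0.2 uM) preincubated 10 min at ambient with compound, then OMFP substrate added at 50 uM; 10 min reaction in 50 mM HEPES pH 7.5, 50 mM NaCl, 5 uM MgCl2, 0.05% BSA, 1 mM DTT. Fluorescence read at Ex 485/Em 525 nm.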
ELG1 repair inh: blocks ELG1-dependent DNA repair in HEK293T cells; HEK293T ELG1-luciferase reporter, luminescence, 16 h; DNA damage induced by 5-fluorouridine; Potency, µM (series often up to 46.1 µM), for inactives: at the top dose activity change, negative = inhibition, hits mostly inhibitors; 2.3% of 330,000 active; AID 504467; note: potency is the fitted concentration of half-maximal effect; % is set by controls: 0 for no effect and ±100 for the full control effect; nearly all actives have a fitted effect of over 55% in size
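Luminescence from the luciferase reporter, measured 30 min after ONE-Glo reagent at room temperature, was the read-out. Beforehand, 2,000 cells per well were exposed for 16 hr at 37 °C to 5-fluorouridine together with compound or vehicle.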
uPA surface inh: cell surface uPA generation inhibition | cell surface uPA generation assay, qHTS | Potency, µM (highest dose often 38.3 µM), for inactives: at the top dose activity change, negative = inhibition, actives largely listed as inhibitors | 0.31% of 330,000 active; active = well fitted inhibition curve with a large enough effect; inconclusive = small, poorly fitted or top-dose-only effect; inactive = no such curve, though single readings can be large or run the other way; tested in mouse RAW 264.7 cells; note: potency is the fitted concentration of half-maximal effect; % is set by controls: 0 for no effect and ±100 for the full control effect; nearly all actives have a fitted effect of over 55% in size
Chronic BCR inh: blocks chronic active B-cell receptor signaling; ABC-DLBCL IkBa-CBG/CBR reporter, luminescence ratio, 4 h; Potency, µM (highest dose often 46.1 µM), for the others: at the top dose ratio change, negative = lower green/red ratio, usual class: inhibitors; 0.05% of 340,000 active; active = well fitted inhibition curve with a large enough effect in the signal ratio, with a control signal flat, not every such curve was filed as active; inconclusive = small, poorly fitted or top-dose-only effect, or effect the other way, or a change in a side signal; the % refers to the signal ratio;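 note: potency is the fitted concentration of half-maximal effect; plate controls were basal doxycycline-induced cells for no effect and cells given 10 µM MG132 for full effect; MG132 reads +100%, hits lower the ratio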
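Concentration-response series (up to 46 uM) were applied to TMD8 dual-reporter cells for 4 h at 37C with doxycycline. Green/red ratio, after filter-overlap correction, defined %Activity; red signal alone was normalised to basal cells and zero luminescence.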
Tb PFK block: T. brucei PFK enzyme inhibition. O15648. 0.17% of 330,000 active. T. brucei PFK, ADP-Glo luminescence. Potency, µM (highest dose often 57.5 µM), for inactives: at the highest dose activity, negative = inhibition, most hits filed as inhibitors;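 note: potency is the fitted concentration of half-maximal effect; 0% = uninhibited 1x PFK enzyme wells and -100% = no-enzyme wells; nearly all actives have a fitted effect of over 60% in size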
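1.25 nM PFK with 0.5 mM F6P and 0.1 mM ATP in 0.1 M TEA pH 8.0, 5 mM MgCl2, incubated 45 min at room temperature; ADP measured by ADP-Glo luminescence; compounds titrated up to 57 uM.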
TCR act: activates T cell receptor signaling; primary human leukocytes, anti-CD3, IL-2 HTRF, 48 h; Potency, µM (doses to about 9.22 µM), inactives show at the top dose activation of IL-2 secretion, actives largely listed as activators; 330,000 tested, under 10 active; note: % of control where 0% means no effect
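Compounds are tested in HTS on primary human leukocytes co-incubated with a-CD3 beads for 48 hr. IL-2 output is measured by time-resolved FRET.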
TSG101-PTAP inh: blocks PTAP/TSG101 interaction to inhibit HIV-1 budding. Potency, µM (series often up to 115 µM), for inactives: at the highest dose activity change, negative = inhibition, most hits filed as inhibitors. AID 493005. 340,000 tested, under 10 active. Fluorescence polarization, FITC-PTAP peptide / Tsg101 binding; active = well fitted inhibition curve with a large enough effect in the main read-out, with a control signal flat, not every such curve was filed as active; inconclusive = small, poorly fitted or top-dose-only effect, or effect the other way, or a change in a side signal; inactive = no such curve, though single readings can be large or run the other way; note: potency is the fitted concentration of half-maximal effect; % of control where 0% means no effect
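FP read-out: FITC-PTAP peptide, 50 nM final, binding Tsg101 binding domain, 10 uM final; 20 min, r.t.; 10 mM HEPES pH 7.5, 0.15 M NaCl, 0.01% Tween 20, 3 mM EDTA, 0.1 mM TCEP.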
USP2a block: inhibitors of human ubiquitin-specific protease USP2a. O75604. USP2 core, Ub-CHOP2 coupled fluorogenic reporter, 485/531. Potency, µM (top dose mostly 38.3 µM), for the others: at the highest dose activity change, negative = inhibition, usual class: inhibitors. 0.01% of 330,000 active. AID 463254;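 note: potency is the fitted concentration of half-maximal effect; plate controls were DMSO wells for no effect and full inhibition by NEM control for full effect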
Target sequence (O75604 whole entry, looked up): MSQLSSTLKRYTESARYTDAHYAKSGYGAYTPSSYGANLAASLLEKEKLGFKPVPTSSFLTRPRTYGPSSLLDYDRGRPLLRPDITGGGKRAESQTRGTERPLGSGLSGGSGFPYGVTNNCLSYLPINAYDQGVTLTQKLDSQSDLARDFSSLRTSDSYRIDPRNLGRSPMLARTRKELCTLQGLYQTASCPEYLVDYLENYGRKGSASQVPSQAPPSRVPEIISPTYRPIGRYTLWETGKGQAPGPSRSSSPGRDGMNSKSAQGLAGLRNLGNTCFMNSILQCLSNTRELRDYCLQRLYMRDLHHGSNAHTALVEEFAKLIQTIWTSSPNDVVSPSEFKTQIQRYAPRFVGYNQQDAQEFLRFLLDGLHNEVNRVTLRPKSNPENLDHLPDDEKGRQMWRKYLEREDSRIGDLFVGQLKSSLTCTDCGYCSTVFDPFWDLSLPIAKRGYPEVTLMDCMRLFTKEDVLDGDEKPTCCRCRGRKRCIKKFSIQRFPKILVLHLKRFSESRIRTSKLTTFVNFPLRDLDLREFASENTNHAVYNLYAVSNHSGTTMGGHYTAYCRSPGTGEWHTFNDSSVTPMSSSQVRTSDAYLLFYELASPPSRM
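Deubiquitinase activity read as fluorescence (485/531 nm) after Ub-CHOP2 cleavage activates the enterokinase reporter on its substrate; USP2 core 10nM, Ub-CHOP2 and substrate 25nM each, 30min compound preincubation then 60min RT; data normalized to NEM, curves fitted.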
TSHR antagonist: antagonists of human thyroid stimulating hormone receptor | 0.2% of 330,000 active | activity change, negative = inhibition, % at 11.5 µM | P16473 | AID 504810 | TSHR-expressing cells, TSH-stimulated cAMP HTRF, 2 h; stronger effect = lower value;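 active = activity change below a set negative limit, meaning inhibition stronger than a set level, cut at about -70% in these data; inconclusive = activity change between two set negative limits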; note: % is set by controls: 0 for no effect and ±100 for the full control effect
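Freshly harvested TSHR cells receive pin-tooled compound, then EC80 TSH at 4nM final. After 2 hours at 37 deg C, antibody in lysis buffer and cAMP-d2 are added; 30 minutes at ambient temperature precede the HTRF read.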
An asterisk follows results filed as active; ? = inconclusive; . = not tested or not shown; [ ] = remark or other dose. Unless noted, calls come from the whole dose curve; as a rule, active = well fitted curve in the direction sought with a large enough effect; inconclusive = small, poorly fitted or top-dose-only effect, or another doubt; inactive = no such curve, though single readings can be large; an effect the other way counts as inactive or inconclusive.

SMILES	Mito fusion yeast	B2AR arrestin	Eya2 phos inh	ELG1 repair inh	uPA surface inh	Chronic BCR inh	Tb PFK block	TCR act	TSG101-PTAP inh	USP2a block	TSHR antagonist
C=CCN(CC=C)C(=O)c1cccc(OC2CCN(CC(C)(C)C)CC2)c1	-2%	0.0%	16%	-3%	-21%	-4%	-3%	1%	-7%	2%	-18
COC(=O)c1cn(C(=O)c2cc(OC)c(OC)c(OC)c2)c2ccccc12	8%	-0.1%	-7%	-8%	-7%	?	-15%	-3%	-1%	-6%	33
COC(=O)c1ccc(COc2cccc3c2CCN(Cc2cccc(C)c2)C3=O)o1	?	0.3%	4%	?	-14%	?	-4%	5%[46.1 µM]	2%	3%	-35
Cc1nonc1C(=O)N/N=C/c1ccc([N+](=O)[O-])o1	-18%	-0.2%	6%	-1%	?	?	-8%	-10%	-1%	-1%	10
Cc1ccccc1C1CC(c2ccccc2)Nc2ncnn21 (stereo unspecified)	-8%	0.0%	-4%	-4%	-23%	1%	0%	-5%	-10%	-5%	3
Cc1ccc(S(=O)(=O)Nc2cccc(C(=O)N3CCOCC3)c2)cc1	-4%	-0.1%	-2%	-5%	0%	1%	-4%	5%	-1%	0%	5
Cn1cc(CC(=O)NCCN2CCOCC2)c2ccccc21	-4%	0.0%	-2%	3%	-27%	0%	-4%	2%	-3%	-1%	7
C/C(CCC(C)C)=N\NC(=S)Nc1cc(S(=O)(=O)N2CCOCC2)ccc1N1CCOCC1	-4%	4.5%	3%	?	-7%	-3%	3%	2%	2%	5%	-13
COc1ccccc1C(CC(N)=O)c1ccco1 (stereo unspecified)	0%	-0.3%	-14%	1%	-3%	-2%	1%	0%	-2%	4%	9
Cc1cc2c(cc1C)CSC(c1ccc3ccccc3c1O)SC2	-2%	-0.7%	-10%	15%	1%	11%	-5%	.	-7%	-1%	9
Cc1ccc(S(=O)(=O)N2CCc3ccccc3C2CN2C(=O)c3ccccc3C2=O)cc1 (stereo unspecified)	20%	4.3%	7%	-15%	4%	7%	-3%	1%	-2%	-1%	-23
COc1ccc(N2CCN(C(C)C(=O)Nc3nnc(C)s3)CC2)cc1 (stereo unspecified)	2%	-0.2%	12%	13%	1%	?	-1%	4%	0%	4%	-5
Cc1cc(C)nc(SCc2nnc(SCC(=O)Nc3ccc(C)c(C)c3)o2)n1	4%	-0.5%	-11%	?	7%	-2%	2%	-1%	-1%	0%	1
O=C(c1ccco1)N1CCN(Cc2ccc(Br)cc2)CC1	2%	0.4%	14%	-9%	-4%	0%	-11%	5%	0%	-1%	-5
CCOc1ncccc1C(=O)NCCc1ccc(S(N)(=O)=O)cc1	1%	0.4%	-11%	-6%	-2%	6%	-1%	-9%	-1%	0%	1
O=C(O)c1c2c(nc3ccc(S(=O)(=O)N4CCC(C(=O)N5CCCCC5)CC4)cc13)CCCC2	2%	0.1%	26%	6%	0%	1%	-7%	-38%	-4%	-1%	-2
CC1CCCCN1CC(=O)c1c[nH]c2ccccc12 (stereo unspecified)	-7%	-0.8%	-12%	4%	-11%	-9%	-1%	-1%	3%	2%	4
C=C(C)CSc1nc2sc3c(c2c(=O)n1C1CCCCC1)CCN(C)C3	2%	-0.4%	-9%	?	-8%	?	-6%	6%	-1%	0%	1
Cc1cc(C(=O)Nc2sc(C)c(C)c2C#N)no1	3%	4.0%	-21%	?	.	0%	1%	-3%	-5%	-2%	10
CC1(C)Cc2cccc(OCC(=O)N3CCN(S(=O)(=O)c4ccccc4)CC3)c2O1	0%	-0.4%	-8%	30%	-1%	0%	3%	3%	-9%	-1%	.
O=C(/C=C/c1ccc(Cl)cc1Cl)NC(=S)Nc1ccc(CN2CCOCC2)cc1	7%	0.4%	-3%	-6%	-4%	?	-1%	0%[46.1 µM]	-3%	0%	30
Cc1cccc(NC(=S)NC2CC3CCCC(C2)N3CC(C)C)c1C (stereo unspecified)	-1%	-0.6%	-2%	-6%	-2%	2%	1%	2%[46.1 µM]	-5%	2%	-1
Cc1ccc(S(=O)(=O)N2CCN(C(=O)N3CCOCC3)CC2)cc1C	-1%	-0.6%	4%	?	-2%	-1%	3%	.	1%	1%	7
Cc1ccc(C(=O)N2CCN(S(=O)(=O)N3CCCCCC3)CC2)cc1	-46%[inhibitor]	-0.1%	7%	-20%	-8%	-10%	-2%	-24%	-1%	-1%	6
COc1ccccc1CCNC(=O)/C(=C/c1cccnc1)NC(=O)c1ccccc1	-5%	-1.3%	5%	-2%	15%	-1%	0%	-3%	-3%	3%	-6
(list continues)
SMILES	Mito fusion yeast	B2AR arrestin	Eya2 phos inh	ELG1 repair inh	uPA surface inh	Chronic BCR inh	Tb PFK block	TCR act	TSG101-PTAP inh	USP2a block	TSHR antagonist
COc1cc(C2C(C#N)=C(N)OC3=C2C(=O)CCC3)ccc1OC(=O)N1CCOCC1 (stereo unspecified)	-5%	-0.2%	-8%	8%	5%	?	-1%	-1%	-5%	2%	4
CC(=O)c1cccc(NC(=O)NC(C)c2ccncc2)c1 (stereo unspecified)	-6%	-0.3%	16%	-6%	.	-1%	1%	-1%	-1%	1%	18
Cc1cccnc1NC(=O)CCCNC(=O)c1ccc(Cl)cc1	2%	-0.3%	-7%	?	4%	0%	-6%	-5%	0%	1%	-6
CC(=O)c1ccc(OCc2cc(=O)n3ccsc3n2)cc1	?	0.4%	12%	?	-26%	?	-25%	0%[46.1 µM]	-3%	3%	32
Cc1cccc2sc(NC(=O)CN3C(=O)NC4(CCCC4)C3=O)nc12	5%	-0.9%	-6%	-2%	-4%	?	-17%	9%	-1%	-5%	35
CC1=C(C(=O)OC(C)C)C(c2ccc(Br)s2)NC(=O)N1 (stereo unspecified)	6%	0.0%	7%	4%	2%	?	-3%	-1%	-8%	1%	-3
COc1ccc2[nH]cc(S(=O)(=O)c3ccc(F)cc3)c(=O)c2c1	-2%	0.0%	-6%	-24%	-15%	15%	2%	7%	-1%	2%	-13
N#CCCN(C(=O)COC(=O)c1cc2ccccc2oc1=O)c1ccccc1	-4%	-0.8%	10%	14%	-7%	1%	-3%	-10%	4%	0%	-11
CC1=NN(c2cccc(C(=O)O)c2)C(=O)/C1=C\C=C\c1ccco1	-6%	0.3%	5%	?	-4%	?	21µM*	0%[46.1 µM]	-5%	0%	-16
COc1ccc(S(=O)(=O)NCC2CCCN(C(=O)CCSC)C2)cc1 (stereo unspecified)	2%	0.1%	-2%	0%	9%	-21%	1%	-14%	-4%	1%	-1
CCCC[C@@H]1CNC(=S)N1CCC12CC3CC(CC(C3)C1)C2	5%	-0.2%	11%	1%	10%	9%	-8%	-1%	-5%	-1%	-5
CCC(=O)Nc1c(-c2ccccc2Cl)c(=O)c2ccccc2n1CC	11%	-0.9%	8%	3%	9%	?	10%	-6%	-3%	3%	-5
COc1ccccc1CNC(=O)COC(=O)c1cnccn1	2%	-1.2%	0%	-4%	-1%	-1%	6%	-2%	-7%	-3%	2
C/C(=N\N=C1\NC(=O)C(CC(=O)O)S1)c1ccccn1 (stereo unspecified)	-8%	0.0%	-9%	0%	1%	1%	-4%	8%	3%	-2%	9
O=C(Cn1c(=O)sc2ccccc21)NCCOc1ccccc1F	2%	-0.2%	9%	0%	-6%	-7%	-2%	-2%[46.1 µM]	-3%	-1%	7
O=C1CCCc2c1[nH]c1c(Br)cccc21	2%	-0.3%	-3%	14%	3%	-12%	-10%	-1%	-1%	2%	-6
O=C(COC(=O)CNC(=O)c1ccccc1F)Nc1ccc2c(c1)OCCO2	-2%	-0.7%	-5%	?	16%	-2%	-7%	1%[46.1 µM]	-3%	1%	4
O=C(CSc1nnc(-c2ccncc2)o1)c1cccc([N+](=O)[O-])c1	2%	-0.5%	-18%	8%	-6%	-1%	-1%	-1%	-9%	0%	-6
C=CCn1c(-c2cccc(OC)c2OC)n[nH]c1=S	-1%	0.1%	-5%	?	-5%	-1%	23%	1%	1%	4%	14
CC1CCCCN1C(=O)Cn1cnc2cc([N+](=O)[O-])ccc2c1=O (stereo unspecified)	-15%	0.1%	15%	-5%	0%	-3%	1%	-3%	-4%	1%	6
CCC12CN(S(=O)(=O)c3ccc(C)cc3)CC(CC)(CN(S(=O)(=O)c3ccc(C)cc3)C1)C2=O	-4%	-0.2%	-2%	-4%	.	?	?	.	-8%	2%	-13
O=C(NCc1ccco1)C1CCCCC1	2%	-0.2%	9%	-3%	-5%	5%	0%	-1%	-6%	0%	-8
COc1ccc(C(=O)OCC(=O)c2ccc(Br)s2)c(OC)c1	3%	-0.3%	1%	?	21%	11%	-3%	1%	-3%	-2%	-7

Compound activity deposited in PubChem BioAssay by National Center for Advancing Translational Sciences (NCATS).
